Myeloid diff 2: compounds promoting myeloid differentiation. calls only at 10 µM. ER-HoxA9 myeloid progenitors, lysozyme-GFP differentiation, flow cytometry. hit rate 1% among 360,000;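 active = normalized GFP-positive differentiation at or above the plate's own cutoff, the solvent-only control mean plus 3 SD; inconclusive = no clear call, values can overlap the other calls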;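 also: cells exposed to compound for four days before flow analysis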
LYP phosphatase: PTPN22 lymphoid phosphatase activity blockers – biochemical, fluorescence intensity, uHTS (AID 1779); recombinant LYP phosphatase, fluorescence intensity; higher % means a stronger effect; inhibition, % at 11.5 µM, or IC50 in µM where a hit was titrated; hit rate 0.054% among 290,000;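 also: plate controls were vehicle with enzyme for no effect and no enzyme for full effect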
AID2073: inhibitors of Mint1-CaV2.2 protein interaction, biochemical, HTRF (AID 2073) | HTRF protein-protein interaction, Mint1-CaV2.2; higher % means a stronger effect | inhibition, % at 20 µM, or IC50 in µM where a hit was titrated | hit rate 0.19% among 290,000; in the data active = inhibition mostly above about 51%, no sharp cut-off; inconclusive = no clear call, values can overlap the other calls; inactive = mostly below about 53%; also: some results filed as inactive read as strong as hits
Siah-1 displacement: Siah-1 peptide-binding antagonists, primary screen, biochemical, fluorescence polarization, rhodamine-plectin, uHTS (AID 1817). Siah-1 / rhodamine-plectin peptide fluorescence polarization; higher % means a stronger effect. one-dose displacement, % at 20 µM; IC50 in µM for titrated hits. hit rate 0.02% among 290,000;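 active = displacement of at least 50% at 20 µM, with a fluorescence ratio check between 0.3 and a set limit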;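 also: plate controls were Siah plus tracer with DMSO for no effect and tracer alone without Siah for full effect; strong numbers were not always called active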
XIAP displacement: XIAP antagonists, biochemical, IAP family, fluorescence polarization (AID 1018). XIAP BIR domain, fluorescence polarization peptide displacement; higher % means a stronger effect. one-dose displacement, % at 20 µM; IC50 in µM for titrated hits. hit rate 0.007% among 200,000; in the data active = displacement above about 50%; also: a part of the inactive calls stands beside numbers as strong as those of hits
HIV peptide binding: inhibitors of HIV fusion peptide binding, primary screen, biochemical, uHTS, fluorescence dequenching (AID 1986). cell-free peptide binding, fluorescence dequenching, 30 min; higher % means a stronger effect. one-dose inhibition, % at 20 µM; IC50 in µM for titrated hits. hit rate 0.3% among 290,000; in the data active = inhibition mostly above about 52%, no sharp cut-off; inactive = mostly below about 76%; also: some results filed as inactive read as strong as hits
HEK293 NOD2/NF-kB: NOD2 signaling inhibitors, cell-based, luminescence, uHTS, HEK293 (AID 1566); HEK293 NOD2/NF-kB luciferase reporter, luminescence; higher % means a stronger effect; inhibition, % at 4 µM, or EC50 in µM where a hit was titrated; hit rate 0.63% among 290,000; also: many of its hits are not listed in these tables
Hep lipid drop: modulators of hepatic lipid droplet formation; AID 1656; AML12 mouse hepatocytes, oleate lipid droplets, BODIPY imaging; hit rate 0.4% among 240,000; inhibition, % at 6.5 µM;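 active = lipid droplet intensity inhibited by at least 50%, with more than 500 cells counted; inconclusive = wells with under 300 cells, treated as cytotoxic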
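Assay system: AML12 mouse liver cells | Compound dosing: One dose, 6.5 µM compound | Read-out basis: Droplet intensity reduction, % inhibition | Measured by: Fluorescence imaging, 20x objective, two fields per well | Schedule: Overnight treatment with compound plus oleate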
Dengue-2 NS5 capping: Dengue-2 NS5 methyltransferase inhibitors, primary screen, biochemical, confirmation dose response (AID 588689). hit rate 0.3% among 340,000. Dengue-2 NS5 methyltransferase capping enzyme assay, biochemical; higher % means a stronger effect. inhibition, % at 25 µM, or IC50 in µM where a hit was titrated; in the data active = a potency from the dose series; inconclusive = inhibition above about 29% without an active follow-up result
Hep lipid drop cells 6.5 µM: further read-out of Hep lipid drop, marked with its call; cell count; measured here: cell count, cytotoxicity flag;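 cells counted across two imaged fields per well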
Dengue-2 NS5 capping pilot replicate: also measured in Dengue-2 NS5 capping; calls as there; inhibition, %; measured here: pilot screen replicate inhibition
Myeloid diff 2 GFP+ MAC1+ %: further read-out of Myeloid diff 2, marked with its call; GFP+ MAC1+ double positive, %; measured here: differentiation confirmed by MAC1 staining
* = called active by the depositor; i = inactive; ? = inconclusive; / = not tested or not shown; + = active, no number. Rule as the data show it, unless noted: active = inhibition above about 50%; inactive = the rest. The list is partial; the hit share may differ from the screen's.

SMILES | Myeloid diff 2 | Myeloid diff 2 GFP+ MAC1+ % | LYP phosphatase | AID2073 | Siah-1 displacement | XIAP displacement | HIV peptide binding | HEK293 NOD2/NF-kB | Hep lipid drop | Hep lipid drop cells 6.5 µM | Dengue-2 NS5 capping | others
O=S1(=O)CCC(NS(=O)(=O)c2ccc3ccccc3c2)C1 (centres undefined) | i | 3.6 | -5% | 8% | 8% | / | -0.1% | 1% | -3 | 778 | -2%
C=CCn1cc(C(=O)OCC)c(=O)c2cc(F)c(F)cc21 | i | 0.0 | -2% | -5% | 5% | / | 0.2% | 29% | / | / | /
CCOC(=O)c1cnn2c(C(F)(F)F)cc(-c3cn(C)nc3C)nc12 | / | / | -11% | 28% | -2% | -7.2% | -1.0% | 9% | 2 | 701 | -2%
Cc1csc(C(C)N(C)C(=O)CCc2nnc(CCc3ccccc3)o2)n1 (centres undefined) | i | 0.2 | -7% | -22% | 0% | -4.3% | -0.8% | -21% | -8 | 684 | 3%
CCCCN(CC)CCCNC(=O)c1cn(-c2ccc(OC)cc2)c(=O)c2ccccc12 | i | 0.8 | -8% | 0% | 10% | / | 0.1% | 18% | 4 | 820 | -4%
O=C(CCNS(=O)(=O)c1cccs1)N1CCCCCC1 | i | 0.8 | -11% | -5% | 2% | -1.4% | -1.6% | -32% | / | / | 1%
COc1cc(NS(=O)(=O)c2ccc(NC(=S)NC(=O)c3sc4ccccc4c3Cl)cc2)nc(OC)n1 | i | 0.8 | 1% | 32% | 21% | -6.1% | 16µM* | -11% | -49 | 526 | 1%
O=C(c1ccc(F)cc1)c1cc2ccc(O)cc2oc1=O | i | 0.6 | -4% | -5% | 8% | / | -0.9% | 6% | 1 | 409 | 4%
O=C(O)c1ccc(CNCc2c(Cl)cccc2Cl)cc1 | i | 8.1 | -2% | 10% | 2% | -11% | 1.6% | -5% | 6 | 652 | -3%
Cc1cc(Cl)ccc1NC(=S)N1CCN(Cc2ccc3c(c2)OCO3)CC1 | + | 3.7* | 2% | -42% | -4% | -4.1% | -5.3% | -22% | 1 | 771 | -8%
CCCS(=O)(=O)N1CCN(Cc2ccc([N+](=O)[O-])cc2)CC1 | i | 0.9 | -8% | 1% | 4% | -19% | -0.6% | 6% | 1 | 678 | -7%
CS(=O)(=O)N(CC(=O)N1CCCC1)c1ccc(Cl)cc1Cl | i | 0.6 | -3% | 1% | 2% | / | -0.1% | -4% | 0 | 824 | -3%
CCC(CC)C(=O)Nc1cc(OC)c(OC)cc1C(=O)O | i | 1.3 | -6% | 3% | 0% | -9.1% | 0.1% | 3% | 3 | 766 | -5%
CCOc1ccc(NC(=O)C2=C(C)C(=O)OC23CCC(C)CC3)cc1 (centres undefined) | i | 7.9 | -5% | 0% | -3% | -3.7% | 3.3% | 11% | / | / | -7%
O=C(Oc1cccc(/C=N/Nc2nc(N3CCOCC3)nc(N3CCOCC3)n2)c1)c1ccco1 | i | 0.7 | 2% | -2% | 2% | -0.3% | 0.7% | 8% | / | / | -1%
CCOC(=O)[C@@H]1[C@H]2COc3cc(OC)ccc3[C@@H]2N2C(=O)N(c3ccc(Cl)cc3)C(=O)[C@@]12C | i | 0.4 | 7% | 4% | -1% | / | 2.4% | 18% | 2 | 802 | -8%
O=C(Cc1ccccc1)N1CCc2ccccc21 | i | 3.9 | -7% | -8% | -2% | -3.7% | -1.1% | -31% | 4 | 772 | -1%
COc1ccccc1C(OC(=O)c1cccs1)C(=O)NCc1ccco1 (centres undefined) | i | 0.6 | -5% | 9% | -1% | 1.7% | 1.2% | 0% | / | / | -15%
COCCNc1nc2ccccc2n1CC(=O)c1ccc(OC)c(OC)c1 | i | 0.2 | -6% | 3% | 4% | / | -0.6% | 3% | -4 | 804 | -7%
CCCn1c(=O)c2ccccc2n2c(SCC(=O)/C(C#N)=C(\C)N)nnc12 | i | 5.5 | -8% | -1% | 6% | -18% | -2.6% | -2% | / | / | -4%
CC(C)N(Cc1nccn1C)C(=O)c1cc(COc2ccc3ncccc3c2)on1 | i | 0.2 | -9% | 8% | 1% | -15% | -1.3% | 27% | -30 | 570 | -4%
C=C(Cl)COc1cc(C)cc2oc(=O)cc(CC)c12 | i | 0.3 | -11% | 11% | -1% | -5.8% | 0.0% | 12% | 4 | 755 | 7%
CCc1ccc(C(=O)COC(=O)c2cnccn2)cc1 | i | 0.8 | -6% | -2% | -4% | -5.3% | -0.3% | -7% | 15 | 799 | -9%
Cc1ccc(OCCn2ccc(=O)[nH]c2=O)cc1C | i | 1.0 | -12% | -3% | 4% | 1.9% | 7.5% | 11% | / | / | -2%
O=C(CCC(=O)Nc1cccc([N+](=O)[O-])c1)N/N=C/c1cccs1 | i | 0.0 | -3% | 3% | 4% | / | -0.8% | 28% | -21 | 666 | -1%

The final 3 records of the part before come first, to join the parts.
SMILES | Myeloid diff 2 | Myeloid diff 2 GFP+ MAC1+ % | LYP phosphatase | AID2073 | Siah-1 displacement | XIAP displacement | HIV peptide binding | HEK293 NOD2/NF-kB | Hep lipid drop | Hep lipid drop cells 6.5 µM | Dengue-2 NS5 capping | others
CCc1ccc(C(=O)COC(=O)c2cnccn2)cc1 | i | 0.8 | -6% | -2% | -4% | -5.3% | -0.3% | -7% | 15 | 799 | -9%
Cc1ccc(OCCn2ccc(=O)[nH]c2=O)cc1C | i | 1.0 | -12% | -3% | 4% | 1.9% | 7.5% | 11% | / | / | -2%
O=C(CCC(=O)Nc1cccc([N+](=O)[O-])c1)N/N=C/c1cccs1 | i | 0.0 | -3% | 3% | 4% | / | -0.8% | 28% | -21 | 666 | -1%
COc1cc(C(=O)N=c2sc3ccccc3n2C)cc(OC)c1OC | i | 0.2 | 0% | 5% | 10% | -3.9% | 1.1% | 7% | -1 | 666 | -10%
Cc1nc2nc(Cc3ccccc3)nn2c(C)c1Cl | i | 0.3 | -8% | -2% | 0% | -3.4% | -0.9% | -1% | -8 | 759 | 1% | Dengue-2 NS5 capping pilot replicate=-0.6
CCCCCOc1ccc(NC(=O)C(=O)NCC2CCCN2CC)cc1 (centres undefined) | i | 1.0 | -1% | -7% | 0% | -5.7% | 0.1% | 2% | -3 | 639 | -7%
Cc1cc(C(=O)N2CCCC2)n[nH]1 | i | 0.6 | -12% | -6% | -2% | / | -1.1% | 6% | 0 | 862 | -4%
COC(=O)c1ccc(NC(=O)CSc2nnc(COc3c(C)cccc3C)o2)cc1 | i | 1.4 | -2% | 17% | 0% | -2.8% | -0.2% | 5% | -3 | 736 | -10%
Cc1ccc(NS(=O)(=O)c2ccc(-c3cnc(C4CC4)o3)cc2)c(C)c1 | ? | / | -4% | 10% | -2% | / | -0.7% | 22% | ? | / | -3%
Cc1ccc(C(=O)COC(=O)c2cc(=O)[nH]c3ccccc23)cc1 | i | 0.4 | -5% | 33% | 2% | -1.6% | 0.2% | -16% | -5 | 663 | /
CC(=O)c1ccc(N(CC(=O)NC2CCCC2)C(=O)c2ccc(C)s2)cc1 | i | 1.7 | 0% | 1% | 2% | / | 0.3% | 8% | -8 | 805 | -5%
O=C(Nc1nccs1)c1ccc([N+](=O)[O-])cc1 | i | 0.2 | -4% | 2% | -4% | / | -1.1% | -21% | -12 | 740 | -2%
O=C(Nc1ncccn1)c1ccc([N+](=O)[O-])o1 | i | 0.9 | 1% | 22% | -1% | -3.4% | 0.2% | 1% | 16 | 702 | -16%
Cc1nc(-c2ccc(F)cc2)c(CC(=O)Nc2ccc(C)c(S(=O)(=O)N3CCOCC3)c2)s1 | i | 0.8 | -4% | 6% | -6% | / | -0.6% | 14% | -36 | 800 | -10%
COC(=O)c1ccc(NC(=O)CN(c2ccc(OC)cc2)S(C)(=O)=O)cc1 | i | 1.2 | -4% | 3% | 7% | 0.6% | 0.4% | -35% | 10 | 740 | -6%
O=C(c1ccco1)N1CCN(Cc2cccc(F)c2)CC1 | i | 0.9 | -4% | -2% | -3% | -3.4% | 1.7% | 1% | -2 | 799 | -2%
Cc1ccc(NC(=O)C(=O)c2c[nH]c3ccccc23)cc1 | i | 0.4 | -6% | 2% | 2% | / | 0.4% | -65% | -1 | 785 | -1%
Cc1ccc(NC(=O)c2ccc([N+](=O)[O-])o2)cc1S(=O)(=O)N1CCOCC1 | ? | / | -4% | 7% | -2% | -0.4% | -1.9% | 25% | -12 | 650 | /
CN(C)/C=C/C(=O)c1ccccc1OCc1cnc(Cl)s1 | i | 0.3 | -6% | -3% | 11% | -4.8% | 1.7% | 6% | 0 | 709 | -10%
COc1ccc(-c2cccc([C@H]3[C@@H]4C=CCC[C@@]4(C)C(=O)N3Cc3ccccc3)c2)cc1 | i | 2.0 | -1% | 9% | 4% | / | 1.2% | -19% | 3 | 663 | -2%
Cc1ccc(N2CCN(S(=O)(=O)c3ccc(-n4cnnn4)cc3)CC2)c(C)c1 | i | 0.7 | -6% | 6% | 2% | / | -1.4% | -6% | -4 | 658 | -8%
COc1ccc(N(CC(=O)Nc2ccc(F)cc2F)S(=O)(=O)c2c(C)nn(C)c2C)cc1 | i | 1.0 | -10% | -4% | 1% | / | 0.2% | 11% | -8 | 699 | 4%
Cc1ccc(C)c(N2CCN(C(=O)CCS(=O)(=O)c3cccc4nonc34)CC2)c1 | i | 0.8 | 0% | -11% | 3% | -5.3% | -2.1% | 15% | -9 | 695 | -2%
CC1(C)CC(=O)C(C=NCCN2CCN(CC(=O)Nc3ccc(Cl)cc3)CC2)=C(O)C1 | i | 0.4 | -5% | -3% | 6% | -4.0% | -0.9% | 14% | 13 | 690 | -4%
CCSC1(SCC)N=C(N)C2(C#N)C(c3ccc(F)cc3)C12C#N (centres undefined) | i | 0.6 | -5% | 12% | -2% | -3.9% | 7.5% | -9% | / | / | -35%
COC(=O)c1c(O)c2ccccc2[nH]c1=O | i | 0.6 | -8% | -8% | -4% | -2.8% | -1.6% | -6% | -3 | 813 | 5% | Dengue-2 NS5 capping pilot replicate=0.0
CC1=C(C(=O)OC(C)C)C(c2ccc(N(C)C)cc2)C2=C(CC(C)(C)CC2=O)N1 (centres undefined) | i | 0.9 | 4% | 0% | -4% | -25% | -2.9% | -11% | 8 | 739 | -6%
Cc1c(CC(=O)NCCC(C)C)c(=O)oc2cc3c(cc12)CCC(C)(C)O3 | i | 0.7 | -11% | 40% | -2% | / | 0.9% | 2% | 11 | 837 | -6%
COc1cc2[nH]c(=O)n(CCC(=O)NCc3cccnc3)c(=O)c2cc1OC | i | 1.6 | -8% | 0% | 0% | -2.0% | -0.3% | 0% | 3 | 776 | -1%
Cc1cc(N/N=C/c2ccc3c(c2)OCO3)nc2ccccc12 | i | 0.7 | -6% | 12% | -10% | / | -1.9% | -119% | 19 | 666 | 2%
O=c1[nH]c2ccc(S(=O)(=O)N3CCCCC3)cc2[nH]1 | i | 1.0 | -3% | 0% | -3% | -6.6% | -0.4% | -6% | / | / | -8%
